Peg3 imprint: inducers of genomic imprint erasure in mouse ES cells. AID 1948. mouse ES Peg3-LacZ reporter, beta-gal luminescence, 40 h. Potency, µM (highest dose often 60.7 µM), inactives show top-dose activity change, positive = activation, usual class: activators. actives 0.02% (n = 110,000);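 note: 0% = negative control wells on the plate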
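Imprint erasure is scored as LacZ activity from the silenced maternal Peg3 allele in feeder-free female ES cells cultured 40 h with LIF. Luminescence is normalized to in-plate negative controls and fitted to the Hill equation.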
IkB signaling: suppresses IkB signaling in ABC-DLBCL reporter cells | ABC-DLBCL IkBa-CBG/CBR dual luciferase ratio, 4 h; response scale: scaled: untreated 0%, proteasome inhibitor 100% | Potency, µM (top dose mostly 57.1 µM), inactives show at the highest dose IkBa stabilization activation | actives 0.04% (n = 110,000) | AID 445; active = well fitted curve in the direction sought with a large enough effect in the signal ratio, not every such curve was filed as active; inconclusive = small, poorly fitted or top-dose-only effect, or a change in a side signal; the % refers to the signal ratio;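 note: the direction sought is a rising ratio; 0% = basal untreated cells and 100% = reference inhibitor full response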
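Curves were fitted separately to fusion (green), unfused (red) and ratio luminescence, then classed by r2, magnitude and activity. Cells: OCI-Ly3, 4 h compound plus doxycycline at 37C; 10 uM MG-132 defined full response.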
p53ts 39C kill: cytotoxicity in p53ts cells at nonpermissive temperature; H1299-p53A138V viability at 39C, ATP luminescence, 24 h; Potency, µM (series often up to 46.1 µM), for the others: at the highest dose activity change, negative = cell killing, most hits filed as cytotoxic; actives 1.5% (n = 130,000); AID 902; note: nearly all actives have a fitted effect of over 55% in size
p53ts 32C tox: kills p53ts cells at the permissive temperature; AID 924; actives 0.93% (n = 130,000); Potency, µM (doses to about 46.1 µM), for inactives: at the highest dose activity change, negative = cytotoxicity, most hits filed as cytotoxic; H1299-p53A138V at 32C, ATP luminescence viability, 24 h;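 note: 0% = DMSO and -100% = full killing by reference compound; nearly all actives have a fitted effect of over 55% in size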
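H1299-p53 A138V cells (temperature-sensitive p53) exposed 24 h to up to 46 uM compound at 32C, where p53 is wild-type in conformation. Viability read as ATP luminescence and normalised to DMSO and 100 uM tamoxifen. AC50 fitted with the Hill equation.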
An asterisk follows results filed as active; ? = inconclusive; nt = not tested or not shown; [ ] = remark or other dose. Unless noted, calls come from the whole dose curve; as a rule, active = well fitted curve in the direction sought with a large enough effect; inconclusive = small, poorly fitted or top-dose-only effect, or another doubt; inactive = no such curve, though single readings can be large; an effect the other way counts as inactive or inconclusive. Unless noted, % is set by controls: 0 for no effect and ±100 for the full control effect; potency is the fitted concentration of half-maximal effect. This is a random part of the collection. About 1.7% of those tested had a hit in this group.

SMILES	Peg3 imprint	IkB signaling	p53ts 39C kill	p53ts 32C tox
COc1ccc(NC(=O)C(c2ccccc2)N2Cc3ccccc3C2=O)cc1 (stereo unspecified)	17%[10.9 µM]	-1.9%	-7%	15%
COc1cc(NC(=O)C2CCCN(S(=O)(=O)c3cn(C)cn3)C2)cc(OC)c1 (stereo unspecified)	2%[10.9 µM]	2.8%	-7%	-10%
Cn1nc(-c2ccc(C(=O)Nc3cccnc3)cc2)c2ccccc2c1=O	-21%	-0.5%	3%	1%
COc1ccc(N2CCN(CCCNC(=O)c3cc4sccc4n3C)CC2)cc1	nt	nt	-4%	-11%
COc1ccc(S(=O)(=O)Nc2ccc3c(c2)CCCN3S(=O)(=O)c2ccc(C)cc2)cc1F	-7%[10.9 µM]	?	5%	11%
Cc1nc(N)c(C#N)c(-c2cccnc2)c1C	-2%	-2.1%	-13%	5%
Cc1ccc(Nc2nc(N)c([N+](=O)[O-])c(N3CCCC(C)C3)n2)cc1C (stereo unspecified)	nt	nt	11%	2%
Cn1c(=O)c2c(nc(Br)n2C)n(C)c1=O	14%	-1.4%	14%	6%
CCn1c(SCC(=O)NCCOC)nc2sc3c(c2c1=O)CCCC3	20%	0.2%	7%	5%
Cc1cccc(C)c1NC(=O)CCSc1nc(-c2ccc3c(c2)OCO3)cc(C(F)(F)F)n1	-16%[10.9 µM]	-0.3%	?	-17%
C/C(CCN1CCc2nc(-c3ccccc3)c(-c3ccccc3)cc2C1)=N\OC[C@@H](C)[C@H](OCc1ccccc1)C(C)C	nt	nt	6%[9.22 µM]	1%[9.22 µM]
COc1ccc(S(=O)(=O)NCC(c2ccc(N(C)C)cc2)N2CCc3ccccc32)cc1F (stereo unspecified)	5%[10.9 µM]	2.1%	-15%	-2%
COCCCNC(=O)Cn1c(=O)n(-c2cccc(C)c2)c(=O)c2c3c(sc21)CN(C(C)=O)CC3	-14%[10.9 µM]	0.7%	-13%	-7%
CCc1ccccc1NC(=O)c1cnc2sc(N3CCCC3)nn2c1=O	-14%[10.9 µM]	-0.2%	4%	13%
Cn1cnnc1SCc1ccc(C#N)cc1	1%	0.5%	-5%	5%
Cc1cc(C(=O)Nc2nc3c(s2)CCCC3)no1	-79%[inhibitor]	?	?	?
Cc1ccc(C(C)C)c(OCCNS(C)(=O)=O)c1	-6%	0.8%	2%	-2%
CCOC(=O)NCc1ccc(Cl)c(Cl)c1	-8%	-3.2%	1%	-3%
CCN(C(=O)Cn1cnc2onc(-c3ccc(F)cc3)c2c1=O)c1ccc(OC)cc1	12%[10.9 µM]	?	4%	8%
CCCSc1ncc(Cl)c(C(=O)Nc2nc3ccc(OCC)cc3s2)n1	14%[10.9 µM]	-1.4%	17%	6%
Cc1ccccc1CNC(=O)c1ccccc1NC(=O)c1nsc2ccccc12	-9%[10.9 µM]	1.4%	-30%	-12%
O=C(NC1CC(=O)N(c2ccccc2)C1)c1ccc(Br)o1 (stereo unspecified)	-5%[10.9 µM]	?	-10%	1%
Cc1ccc(NC(=O)CSc2ccc(-c3cccs3)nn2)cc1Cl	-14%[10.9 µM]	-1.5%	-18%	-7%
CN1CC[n+]2c(CN3C(=O)c4ccccc4C3=O)csc21	-8%	-0.9%	-6%	2%
Cc1ccccc1NC(=O)CN(c1ccc(F)cc1)S(C)(=O)=O	-9%	0.5%	10%	3%
COc1ccccc1NC(=O)C1=C(C)Nc2nc3ccccc3n2C1c1cccc(Br)c1 (stereo unspecified)	-4%[10.9 µM]	?	0%	16%
O=C(c1cccc(C(=O)N2CCN(Cc3ccccc3)CC2)c1)N1CCN(Cc2ccccc2)CC1	15%	?	-7%	3%
c1ccc(-c2oc3ncnc(NCCCN4CCOCC4)c3c2-c2ccccc2)cc1	-14%	?	-23%	-25%
Cc1cccc(NC(=O)c2ccc(-c3nc(CSc4ccccc4)c(C)o3)cc2)c1C	-5%[10.9 µM]	-0.6%	-12%	7%
CCCN1C(=O)SC(CC(=O)Nc2ccc(C)cc2)C1=O (stereo unspecified)	nt	nt	-2%	14%
Cc1ccc(C(=O)Nc2ccccc2C(=O)NC2CCCCC2)cc1S(=O)(=O)N1CCOCC1	-8%	0.9%	-13%	3%
O=C(Nc1c2c(nn1-c1ccc(F)cc1)CS(=O)C2)C12CC3CC(CC(C3)C1)C2 (stereo unspecified)	-6%	0.7%	-4%	-1%
CCN(CC)c1ccc(NC(=O)CSc2nnc(N)s2)cc1C	6%	1.5%	-1%	-8%
O=C(c1csnn1)N1CCC2(CC1)CN(c1ncccn1)C2	nt	-0.4%[11.4 µM]	1%	3%
CCOc1ccc(S(=O)(=O)c2cn(Cc3ccc(OC)cc3)c3ccc(F)cc3c2=O)cc1	-3%[10.9 µM]	3.6%	11%	4%
CCOc1ccc(Cn2nnc(C(=O)Nc3cc(OC)cc(OC)c3)c2N)cc1	-17%	-1.3%	-7%	-2%

Among those listed so far, two have a furan ring, fused or not.
SMILES	Peg3 imprint	IkB signaling	p53ts 39C kill	p53ts 32C tox
O=C(NC1CC(=O)N(c2ccccc2)C1)c1ccc(Br)o1 (stereo unspecified)	-5%[10.9 µM]	?	-10%	1%
c1ccc(-c2oc3ncnc(NCCCN4CCOCC4)c3c2-c2ccccc2)cc1	-14%	?	-23%	-25%

Other entries
SMILES	Peg3 imprint	IkB signaling	p53ts 39C kill	p53ts 32C tox
COc1ccc(CNC(=O)CN(C(=O)CCC(=O)Nc2ccccn2)c2ccccc2OC)cc1	-15%	2.5%	10%	13%
Cn1c(=O)c2c(nc(SCCN3CCOCC3)n2Cc2ccc(F)cc2)n(C)c1=O	-2%	0.3%	11%	4%
O=C(CCc1nc(-c2ccccc2F)no1)NC1CCCCC1	-11%	1.2%	10%	-2%
COc1cccc(-c2nc(-c3ccccn3)no2)c1OC	-36%[inhibitor]	-1.0%	?	?
O=[N+]([O-])c1ccc(S(=O)(=O)NCc2nc3cccnc3n2Cc2ccccc2Cl)cc1	12%[10.9 µM]	-2.2%	-19%	2%
COCCNC(=O)c1c(-c2ccccc2)c(-c2ccccc2)nn(C)c1=O	5%[10.9 µM]	-1.0%	1%	4%
CCCN(CCC)C(=O)c1cn(CC)c2ccc(S(=O)(=O)N3CCCCC3)cc2c1=O	29%[10.9 µM]	-0.9%	-2%	4%
CCCCNC(=O)NC1C(NC(=O)NCCCC)N(C)C(=O)N1C (stereo unspecified)	nt	nt	9%	-1%
O=C1CC(c2nc3ccccc3[nH]2)CN1c1ccccc1F (stereo unspecified)	-4%	1.8%	7%	-12%
CCOC(=O)c1c(C(F)(F)F)cc(-c2ccc(F)cc2)nc1C	nt	nt	117%	-13%
Cc1ccc2cc3cc(C(=O)NCCN4CCOCC4)oc3nc2c1	-14%	-1.9%	-4%	-3%
CC12C(=O)N(n3cnnc3)C(=O)C1C1C=CC2C1 (stereo unspecified)	-2%	0.3%	6%	-1%
O=C(O)Cc1cccnc1	5%[10.9 µM]	0.5%[11.4 µM]	6%[9.22 µM]	-3%[9.22 µM]
CCOC(=O)C1CCCN(C(=O)CCn2nc(-c3ccccc3)ccc2=O)C1 (stereo unspecified)	-5%	3.0%	-1%	-2%
Cn1c(=O)c2nc(SCC(=O)Nc3ccc(Cl)c(Cl)c3)n(C)c2n(C)c1=O	-2%[10.9 µM]	1.4%	?	7%
CCCn1c(SCCN2C(=O)c3ccccc3C2=O)n[nH]c1=O	0%	0.3%	7%	8%
O=C(c1ccco1)N1C2C=CC(C2)C1(C(F)(F)F)C(F)(F)F (stereo unspecified)	0%	3.6%	15%	-11%
CCc1ccc(NC(=O)C2CCCCC2C(=O)O)cc1 (stereo unspecified)	-9%	-0.3%	-2%	-5%
COc1ccc(S(=O)(=O)CCC(=O)N(C)c2ccc(OC)cc2OC)cc1	nt	nt	1%	5%
COc1ccc(N2CCN(C(=O)Nc3cn(CC(C)C)c(=O)c4ccccc34)CC2)cc1	11%[10.9 µM]	?	4%	0%
CCOC(=O)C1CCN(C(=O)Cc2cccc3ccccc23)CC1	nt	nt	12%	6%
COc1cccc(NC(=O)CCc2nc(-c3cccs3)no2)c1	9%[10.9 µM]	?	-13%	12%
Cc1cc2oc(C(=O)Nc3nc(-c4ccccc4)ns3)c(C)c2cc1Cl	-9%[10.9 µM]	?	-12%	-2%
CC(C)(C)NC(=O)[C@@H]1CC[C@@H]2[C@@H]3CC[C@@H]4NC(=O)C=C[C@@]4(C)[C@H]3CC[C@]21C	-12%[16.8 µM]	0.3%[25.6 µM]	1%[20.6 µM]	5%[20.6 µM]

Of the compounds above, two have a cyano group:
SMILES	Peg3 imprint	IkB signaling	p53ts 39C kill	p53ts 32C tox
Cc1nc(N)c(C#N)c(-c2cccnc2)c1C	-2%	-2.1%	-13%	5%
Cn1cnnc1SCc1ccc(C#N)cc1	1%	0.5%	-5%	5%

(continued)
SMILES	Peg3 imprint	IkB signaling	p53ts 39C kill	p53ts 32C tox
CCOC(=O)c1c(NC(=O)c2cc(-c3ccc(Cl)cc3)on2)sc2c1CCCC2	-12%[10.9 µM]	?	4%	4%
Cc1ccccc1-c1nccc(NCCN2CCOCC2)n1	-4%	0.8%[11.4 µM]	-5%	-3%
Cc1ccccc1C(=O)c1cccn1CC(=O)NCc1ccccc1	5%[10.9 µM]	5.0%	-9%	-1%
COc1ccc(Cc2nnc(SCc3nc4ccccc4c(=O)[nH]3)n2C)cc1	2%	-0.5%	0%	4%
Nc1ncnc2nc(SCC(=O)N3CCN(c4ccccc4)CC3)[nH]c12	7%	2.5%	7%	10%
CCOC(=O)c1scc(-c2ccc(C)cc2)c1S(=O)(=O)Nc1ccc(OC)c(Cl)c1	-15%[10.9 µM]	0.6%	-9%	14%
Cc1cc(S(=O)(=O)Nc2ccc(-c3ccc(N4CCCCCC4)nn3)cc2)c(C)cc1Cl	26%[10.9 µM]	?	-19%	-12%
CCOc1ccc(NC(=NCc2ccc3c(c2)OCO3)SC2CC(=O)N(c3ccccc3)C2=O)cc1 (stereo unspecified)	nt	nt	15%	9%
CC1(C)Cc2c(C#N)c(N)sc(=S)c2CS1	-2%	?	3%	-1%
CCOC(=O)c1cc2c(=O)n3ccccc3nc2n(Cc2ccco2)c1=NC(=O)c1cc(C)cc(C)c1	-18%[10.9 µM]	?	?	?
COc1ccc(-c2cc(C(F)(F)F)n3nc(C(=O)O)nc3n2)cc1	-15%	0.6%	10%	-2%
CC(C)(C)c1cc(C(=S)N2CCN(CCO)CC2)cc(C(C)(C)C)c1O	-8%	3.8%	5%	21%
CC(C)c1cc(C(=O)NC2CCCCC2)no1	-16%	?	-1%	-9%
CCc1ccc(C(=O)c2cn(CC(=O)Nc3cc(OC)ccc3OC)c3ccc(C)cc3c2=O)cc1	-14%[10.9 µM]	?	12%	15%
CCN1CCN(Cc2nc3c(c(=O)n(C)c(=O)n3C)n2CCCc2ccccc2)CC1	nt	5.5%	12%	7%
O=C(CSc1nc(-c2ccc(Cl)cc2)nc2c1Cc1ccccc1O2)N1CCCCC1	-12%[10.9 µM]	0.7%	-10%	-3%
O=C(CC1Nc2ccccc2NC1=O)NCC1COc2ccccc2O1 (stereo unspecified)	-7%	-2.6%	-7%	11%
COC(=O)c1c(NC(=O)CN2CCC(C(N)=O)CC2)c2c(C)cccc2n1C	14%	0.7%	5%	-3%
CC1=C(C(=O)Nc2ccc(C)cc2C)C(c2cccn2C)n2ncnc2N1 (stereo unspecified)	-1%[10.9 µM]	-1.9%	-8%	-10%
Cc1cc(C)c(O)c(-c2cc(C(=O)Nc3ccc(S(=O)(=O)N4CCOCC4)cc3)[nH]n2)c1	-38%[inhibitor]	?	-10%	-30%
C[C@@](N)(/C=C\c1ccccc1)C(=O)O	-3%[10.9 µM]	-0.8%[11.4 µM]	-2%[9.22 µM]	5%[9.22 µM]
COc1cccc(C(=O)Nc2cc3cc(OC)ccc3oc2=O)c1	-12%[10.9 µM]	2.9%	3%	3%
CCOC(=O)c1c(NC(=O)/C=C/c2ccc(C(C)C)cc2)sc2c1CCC2	-7%[10.9 µM]	-0.6%	16%	1%
CC(=O)NC(C)(C)C1CC=C(C)/C(=N\O)C1 (stereo unspecified)	?	2.4%	11%	-15%
Cc1ccc(C)c(N)c1	-3%	-3.3%	8%	8%[1.84 µM]
CCOc1ccc2c(c1)C(c1ccccc1)=NNC(c1ccccc1)=N2	nt	nt	6%	-8%

Assay outcomes from PubChem BioAssay.
